XiGFP reactiv: activators of X-chromosome reactivation in mouse fibroblasts | hit rate 0.055% among 360,000 | XiGFP mouse fibroblasts, % GFP-positive cells imaging, 3 d; cells co-treated with 5-aza-dC sensitizer; scaled so ellipticine positive control = 100% | AID 743238 | activation, % at 7.58 µM;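 active = mean normalized replicate activation at least 10% and every replicate at or above 10%; inconclusive = only one of the two criteria met; inactive = mean below 10% and not all replicates reach 10%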;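 note: 0% = median of on-plate neutral control wells and 100% = ellipticine 6 µM median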
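Schedule: 3 d treatment, 15 min room-temperature fixation; system: 68-5-11 XiGFP fibroblast line; buffer or medium: DMEM plus 5-aza-dC sensitizer; control set: ellipticine 6 µM positive control; compound: one concentration, pinned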
INS-1E GSIS act: primary screen for activators of insulin secretion dependent on glucose, INS-1E cells, GLuc reporter luminescence | INS-1E GLuc reporter insulin secretion, 2-3 h | activation, % at 16.6 µM | hit rate 0.61% among 370,000 | AID 743287;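 active = lowest replicate activation of at least 40%, so every replicate reaches that level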;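 note: 0% = median of neutral control wells and 100% = median of IBMX positive control wells; some compounds called inactive have numbers as strong as hits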
RAD52 anneal inh: blocks human RAD52 DNA annealing; P43351; recombinant RAD52 DNA annealing, FRET fluorescence; inhibition, % at 18.7 µM; hit rate 0.46% among 360,000; AID 651710;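 active = every replicate showing at least 50% inhibition; inconclusive = mean inhibition at least 50% but not in every replicate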
CASP6 VEID inh: blocks human caspase-6 cleavage activity. P55212. purified caspase-6, Z-VEID-R110 cleavage fluorescence. inhibition, % at 12.5 µM. hit rate 0.53% among 350,000;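 active = mean inhibition across replicates at least about 35%, with every replicate also reaching that limit, limit read from the data; inconclusive = only one of the two criteria met; inactive = neither criterion met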;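 note: 0% = median of neutral control wells and 100% = no fluorescence left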
Target sequence (P55212 24-179 limits assumed): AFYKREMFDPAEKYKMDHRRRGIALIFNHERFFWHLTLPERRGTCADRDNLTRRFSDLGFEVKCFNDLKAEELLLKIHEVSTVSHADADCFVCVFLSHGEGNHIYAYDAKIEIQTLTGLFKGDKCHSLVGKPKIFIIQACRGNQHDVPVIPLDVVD
Target sequence (P55212 194-293 limits assumed): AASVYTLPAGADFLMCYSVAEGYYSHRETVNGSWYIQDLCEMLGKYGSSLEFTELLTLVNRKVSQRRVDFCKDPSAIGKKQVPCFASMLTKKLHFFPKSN
E-sel inducer: E-selectin induction on HUVECs. HUVEC E-selectin immunofluorescence imaging; normalized: neutral wells 0, TNF-alpha wells 100. P16581. activation, % at 7.58 µM. AID 686992. hit rate 0.37% among 260,000;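 active = mean E-selectin-positive cell signal at least 10% of the positive control, reached in at least 60% of replicates, without over 20% cell loss; inconclusive = no rule given, readout overlaps actives, possibly toxicity-flagged; inactive = the rest, including those meeting only one limit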;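 note: in these data hits start at about 27%; measured in HUVEC primary endothelial cells; signal is the percent of cells scored E-selectin positive by PE staining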
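Test system – human umbilical vein endothelial cells (HUVEC), E-selectin induction · Input – 3,000 HUVEC seeded per well · Buffer or medium – EGM-2, gelatin · Compound dosing – single-point compound dose · Detection – immunofluorescence imaging · Measure – percent E-selectin-positive cells · Controls – TNF-alpha high, DMSO low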
RAD54 inh: inhibitors of human RAD54 branch migration | Q92698 | RAD54 Holliday junction branch migration, FAM/BHQ fluorescence | inhibition, % at 10.4 µM | hit rate 0.14% among 360,000 | AID 602329;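 active = mean normalized replicate activity at least 40 and at least half of replicates scoring 40 or more; inconclusive = only one of the two criteria met; inactive = mean below 40 and under half of replicates reaching 40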;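 note: 0% = median of neutral control wells and 100% = median of positive control wells; inhibitors cause a drop in the FAM fluorescence signal; in these data hits start at about 50%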
Target sequence (Q92698 whole entry, looked up): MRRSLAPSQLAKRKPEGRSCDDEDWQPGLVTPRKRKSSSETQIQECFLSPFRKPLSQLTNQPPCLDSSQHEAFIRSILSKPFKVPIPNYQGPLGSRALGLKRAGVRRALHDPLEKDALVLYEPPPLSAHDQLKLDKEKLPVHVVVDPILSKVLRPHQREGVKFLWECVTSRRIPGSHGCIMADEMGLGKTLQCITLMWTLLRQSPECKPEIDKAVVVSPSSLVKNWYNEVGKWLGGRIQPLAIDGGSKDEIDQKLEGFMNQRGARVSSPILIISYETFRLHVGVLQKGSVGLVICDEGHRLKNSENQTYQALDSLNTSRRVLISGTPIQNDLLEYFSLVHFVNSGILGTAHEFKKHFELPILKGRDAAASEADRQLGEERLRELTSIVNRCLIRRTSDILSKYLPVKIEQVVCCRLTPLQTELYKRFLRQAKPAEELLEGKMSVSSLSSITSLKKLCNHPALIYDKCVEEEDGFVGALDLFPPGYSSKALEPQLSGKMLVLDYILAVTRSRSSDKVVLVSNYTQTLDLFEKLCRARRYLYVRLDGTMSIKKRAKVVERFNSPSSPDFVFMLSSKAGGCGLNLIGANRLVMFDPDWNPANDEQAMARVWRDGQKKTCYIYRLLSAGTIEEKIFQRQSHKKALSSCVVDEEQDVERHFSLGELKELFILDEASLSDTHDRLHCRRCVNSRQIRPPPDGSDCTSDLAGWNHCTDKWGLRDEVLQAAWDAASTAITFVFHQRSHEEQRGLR
DENV2 CPE: protects cells from dengue virus 2 cytopathic effect. DENV2-infected cells, cytopathic effect rescue, plate reader. CPE inhibition, % at 9.99 µM. hit rate 1.7% among 350,000; in the data active = CPE inhibition above about 20%, passing the limit was not always enough; inconclusive = no clear call, values can overlap the other calls; tested in BHK-21 cells;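 note: 0% = median of neutral control wells and 100% = median of positive control wells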
CFTR F508del cor: correctors of CFTR F508del function in bronchial epithelial cells; CFBE cells, YFP halide quenching; stimulated with forskolin plus potentiator P3; % fluorescence drop versus neutral controls; activity (quench increase), % at 7.58 µM; hit rate 0.36% among 350,000; AID 720511;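 active = mean added fluorescence quench of at least 8% versus neutral control, with both replicates also reaching 8%; inconclusive = only one of the mean or replicate conditions met; inactive = mean below 8% and not both replicates reaching 8%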;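 note: cells transiently co-express mutant CFTR-F508del with the halide-sensitive YFP; corrector assay measuring rescue of mutant channel to the surface after 24 h compound exposure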
Starred values were filed as active, the others as inactive; ? = inconclusive; / = not tested or not shown.

smiles	XiGFP reactiv	INS-1E GSIS act	RAD52 anneal inh	CASP6 VEID inh	E-sel inducer	RAD54 inh	DENV2 CPE	CFTR F508del cor
Cc1nn(CC(=O)NC2(C#N)CCCCC2)c(C)c1[N+](=O)[O-]	-0.4	24	-14	-1	/	-1	-2	2.2
CC(=O)N1N=C(c2ccc(Br)cc2)CC1c1ccc(Br)cc1 (configuration not stated)	-0.1	-3	-6	2	0.4	-2	-7	-0.2
CCCCN(C(=O)c1ccc(C)c(S(=O)(=O)N2CCOCC2)c1)c1c(N)n(CCCC)c(=O)[nH]c1=O	0.3	-4	-18	0	0.0	-3	2	1.2
COc1ccc(NC(=O)CN(C)C(=O)c2cc(C)oc2C)cc1	0.1	-8	1	0	-0.2	9	-2	-0.7
Cc1ccc(C(=O)Nc2ccc(C(=O)O)cc2NC(=O)c2ccc(C)cc2)cc1	0.1	1	-9	1	0.0	-21	-3	-2.2
CC(OC(=O)c1nc(Cl)ccc1Cl)C(=O)Nc1ccc2c(c1)OCCO2 (configuration not stated)	0.0	8	-23	-6	/	/	-6	3.6
Cc1cc(C)c(S(=O)(=O)N2CCN(S(=O)(=O)N3CCC(C)CC3)CC2)c(C)c1	0.4	-2	-9	0	-0.2	0	3	-2.6
CNC[C@H]1Oc2ccc(NC(=O)NC3CCCCC3)cc2C(=O)N([C@H](C)CO)C[C@@H]1C	-0.4	26	-4	-2	0.1	8	?	-2.0
O=C(/C=C/c1ccco1)Nc1ccc(Cl)c(S(=O)(=O)N2CCOCC2)c1	-0.1	-22	-38	0	/	/	1	-1.7
CCC(=O)N1CCc2cc(Br)cc(S(=O)(=O)N3CCCC(C(=O)O)C3)c21 (configuration not stated)	0.0	16	-36	13	/	-8	-3	0.5

Following part:
smiles	XiGFP reactiv	INS-1E GSIS act	RAD52 anneal inh	CASP6 VEID inh	E-sel inducer	RAD54 inh	DENV2 CPE	CFTR F508del cor
C[C@@H]1CN([C@H](C)CO)C(=O)c2cc(NS(=O)(=O)c3cn(C)cn3)ccc2O[C@@H](C)CCCCO[C@@H]1CN(C)S(=O)(=O)c1ccccc1	0.1	8	12	1	/	-3	3	-3.1
CS(=O)(=O)c1ccc(-c2cnc3c(NC=O)cc(-c4ccsc4)cn23)cc1	1.2	-9	-13	8	0.2	-7	-1	-0.5
CC(C)C1OC2(C)OC(=N)C1(C#N)C(C#N)(C#N)C2c1ccccc1 (configuration not stated)	0.2	-11	-322	1	/	-38	-5	/
COc1ccccc1-c1ccc([C@@H]2C[C@H]3[C@H](CON3C)CN2S(=O)(=O)c2cc(Cl)cc(Cl)c2)cc1	-0.1	-38	-9	1	0.3	/	-11	3.9
CCC(C)C(N)C(=O)N1CCCC1C(=O)NC(C(=O)O)C(C)CC (configuration not stated)	0.0	/	-4	4	0.6	17	-2	-14
CCC(=O)N1C[C@@H](O)COC[C@@H]2O[C@H](CC(=O)NCc3ccc(Oc4ccccc4)cc3)CC[C@H]21	0.3	9	8	0	0.0	2	-4	2.3
Cc1ccccc1N1C(=O)C2CCCN2C1=S (configuration not stated)	0.4	-11	-11	1	-0.3	7	-1	-0.7
CCCN(CC(=O)Nc1ccccc1OC)C(=O)c1ccc2ncsc2c1	0.4	1	-14	-1	4.3	7	5	-3.2
COCC(=O)Nc1ccc2c(c1)C(=O)N(C)[C@@H]1CC[C@H](CC(=O)OC)O[C@@H]1CO2	0.1	4	/	/	-0.2	-15	-2	0.8
CCN1C(=O)/C(=C2/C(=O)N3c4c(cc(OC(C)=O)cc42)C(C)=CC3(C)C)SC1=S	0.0	19	/	/	0.0	3	/	/

(further entries)
smiles	XiGFP reactiv	INS-1E GSIS act	RAD52 anneal inh	CASP6 VEID inh	E-sel inducer	RAD54 inh	DENV2 CPE	CFTR F508del cor
O=C(O)c1ccc2c(c1)N(Cc1ccccc1F)C(=O)c1ccccc1S2=O (configuration not stated)	1.6	25	-11	0	0.1	8	17	-2.0
C[C@@H]1CN([C@@H](C)CO)S(=O)(=O)c2ccc(-c3ccncc3)cc2O[C@H]1CN(C)C(=O)C1CCCCC1	1.2	-12	/	/	0.2	/	/	1.2
CCCn1c(N)c(C(=O)CN2CCc3ccccc3C2)c(=O)n(C)c1=O	-0.1	16	-22	3	/	/	/	-1.9
COc1ccc(C(=O)NNC(=O)CN2CCN(c3nc(-c4ccccc4)cs3)CC2)cc1	0.3	2	-9	3	/	/	1	0.1
O=C(Nc1cc(F)ccc1F)N1CCCCN2[C@H](C1)[C@H](c1ccc(-c3ccncc3)cc1)[C@@H]2CO	-0.1	6	-24	0	0.0	-5	15	2.4
CCCc1cc(C(=O)Nc2ccc(C#N)cc2)no1	0.0	5	-10	0	/	-2	-5	0.4
Cc1ccc(S(=O)(=O)CCC(=O)N(CCCN2CCOCC2)c2nc3ccccc3s2)cc1	-0.1	26	6	-1	/	4	-10	-5.7
CCC(=O)N1CCC1(C)C(=O)Nc1nccs1 (configuration not stated)	0.0	26	2	1	0.1	8	-4	-0.9
CN1CCN(C(=O)C[C@H]2CC[C@H]3[C@@H](COC[C@H](O)CN3Cc3ccc4c(c3)OCO4)O2)CC1	0.0	3	10	-1	0.1	-1	56*	-1.4
CCOC(=O)C1=C(C)NC(=O)NC1c1ccccc1 (configuration not stated)	0.0	-10	-14	3	-0.2	-5	-3	-0.1

Continuation.
smiles	XiGFP reactiv	INS-1E GSIS act	RAD52 anneal inh	CASP6 VEID inh	E-sel inducer	RAD54 inh	DENV2 CPE	CFTR F508del cor
C[C@@H]1CN([C@H](C)CO)S(=O)(=O)c2ccc(-c3cccc(C(=O)N(C)C)c3)cc2O[C@@H]1CN(C)C	0.1	15	7	-1	-0.3	33	0	-0.7
CN(C)CC#Cc1ccc([C@H]2[C@@H](CO)N3C(=O)CN(C(=O)c4cccc(F)c4)C[C@@H]23)cc1	0.2	15	-10	/	0.1	/	0	-1.1
CN(C)C(CNc1ccc(S(C)(=O)=O)cc1[N+](=O)[O-])c1ccccc1 (configuration not stated)	0.3	-3	2	-4	/	4	-4	-1.4
CC(NC(=O)CN(C)S(=O)(=O)c1ccc(F)cc1)C1CC2CCC1C2 (configuration not stated)	-0.1	11	-4	-2	-0.5	2	20	-2.8
Cc1cccc(C)c1NC(=O)CC(NCc1ccco1)C(=O)O (configuration not stated)	0.0	-3	-2	0	/	4	-8	/
C[C@@H]1CN([C@@H](C)CO)C(=O)c2cc(N(C)C)ccc2O[C@H]1CN(C)S(C)(=O)=O	0.1	4	-13	-1	-0.1	-2	15	1.8
Cc1ccc(S(=O)(=O)N2CCCCC2)cc1NC(=O)COC(=O)C1CC2C=CC1C2 (configuration not stated)	-0.1	-7	/	/	2.7	-1	/	/
CCO[C@H]1OC(C(=O)N2CCCCCCC2)=C[C@@H](C)[C@@H]1CCCO	-0.1	39	-6	-2	-0.1	-2	?	1.2
C[C@@H]1CN([C@@H](C)CO)S(=O)(=O)c2ccc(-c3cncnc3)cc2O[C@@H]1CN(C)Cc1ccncc1	0.2	10	17	0	-0.1	4	?	1.7
O=C(N[C@H](Cc1ccccc1)C(=O)NCc1ccc(OC(F)(F)F)cc1)[C@H]1O[C@@H](n2ccc(=O)[nH]c2=O)[C@H](O)[C@@H]1O	0.0	/	-6	-1	0.0	/	/	-6.5

Shown as a hit in DENV2 CPE (from the list above):
mol,INS-1E GSIS act,RAD52 anneal inh,CASP6 VEID inh,DENV2 CPE,CFTR F508del cor
CN1CCN(C(=O)C[C@H]2CC[C@H]3[C@@H](COC[C@H](O)CN3Cc3ccc4c(c3)OCO4)O2)CC1,3,10,-1,56*,-1.4

More records
smiles	XiGFP reactiv	INS-1E GSIS act	RAD52 anneal inh	CASP6 VEID inh	E-sel inducer	RAD54 inh	DENV2 CPE	CFTR F508del cor
CC1=C(C(=O)N(C(C)C)C(C)C)CC(CC(=O)NCCCCc2ccccc2)C(=O)N1CCC1=CCCCC1 (configuration not stated)	/	-19	-4	1	1.3	0	5	1.5
O=C(Nc1ccccc1)Nc1csc2ccccc12	0.0	/	-21	-3	1.1	-6	-7	-1.0
C[C@H]1CCCCO[C@@H](CN(C)CC2CCCCC2)[C@@H](C)CN([C@@H](C)CO)C(=O)c2cc(NS(=O)(=O)c3cccs3)ccc2O1	0.0	-3	26	-1	-0.1	11	-4	-0.7
COC(=O)C1=C(C)N(c2cc(C)cc(C)c2)/C(=C/c2ccc(O)cc2)C1=O	0.1	-6	-31	-2	1.1	/	-11	3.1
CCCSc1nnc2nc(C)cc(C)n12	0.3	1	-9	1	-0.2	3	4	1.8
CN1C(=O)c2cc(NC(=O)C3CCCC3)ccc2OC[C@H]2O[C@@H](CC(=O)NCc3ccccc3F)CC[C@@H]21	0.0	-12	6	0	0.0	/	-16	-1.4
CN(C)C(=O)c1cccc(-c2ccc3c(c2)[C@@H]2[C@@H](CCN2S(=O)(=O)c2ccccc2)[C@@H](CO)N3)c1	0.1	-3	8	-3	-0.3	-1	1	-1.2
c1ccc2c(c1)CNc1ccccc1-2	0.0	20	-7	-4	1.9	/	/	0.6
CCOC(=O)c1c(NC(=O)C2C3C=CC(C3)C2C(=O)O)sc2c1CCC(C)C2 (configuration not stated)	0.0	/	-17	28	/	13	5	/
Cc1ccc(Cc2c(C(C)(C)C)nc3cc(C)c(Br)c(C)n23)cc1	0.1	22	-4	0	-0.1	0	0	5.8

Further results
smiles	XiGFP reactiv	INS-1E GSIS act	RAD52 anneal inh	CASP6 VEID inh	E-sel inducer	RAD54 inh	DENV2 CPE	CFTR F508del cor
O=C(c1cc(C(=O)N2CCN(c3ccc(F)cc3)CC2)cc([N+](=O)[O-])c1)N1CCN(c2ccc(F)cc2)CC1	0.1	/	-26	32	/	4	-7	/
CCCNC(=O)N1[C@H](CO)[C@H](c2ccccc2)[C@@H]1CNC(=O)C1CCCCC1	0.0	5	-5	-3	-0.2	/	0	-2.5
CCCCCCN(C(=O)CCCCCN1C(=O)NC(c2ccc(-c3ccccc3)cc2)C(C(=O)OCc2ccccc2)=C1C)C(C(=O)NCCCC)c1cccc(C(=O)OC)c1 (configuration not stated)	0.0	-11	-18	-2	-0.1	/	-9	-0.7
CC(C)(C)c1cc(NC(=O)NN2CCOCC2)nn1-c1c(Cl)cc(Cl)cc1Cl	0.1	/	-6	-2	/	/	1	-0.2
COc1ccc(NC(=O)N(C)C[C@@H]2Oc3ccc(NS(C)(=O)=O)cc3C(=O)N([C@@H](C)CO)C[C@@H]2C)cc1	-1.5	0	1	1	0.1	-4	5	-1.7

Screening results: PubChem, Broad Institute
